From PubChem BioAssay
USP2a inh: inhibitors of human ubiquitin-specific protease USP2a; 330,000 compounds, 0.01% hits; Potency, µM (doses to about 38.3 µM), without a hit: at the top dose activity change, negative = inhibition, most hits filed as inhibitors; AID 463254; O75604; USP2 core, Ub-CHOP2 coupled fluorogenic reporter, 485/531;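 note: potency is the fitted concentration of half-maximal effect; plate controls were DMSO wells for no effect and full inhibition by NEM control for full effect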
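USP2 core (10nM final) preincubated 30min RT with compound in 20mM Tris-HCl pH 8.0, 2mM CaCl2, 2mM beta-mercaptoethanol, 0.05% CHAPS; 25nM Ub-CHOP2 plus 25nM reporter substrate added, fluorescence (Ex485/Em531) read after 60min.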
ELG1 genotox: genotoxicity induction in ELG1-luciferase HEK293T cells; HEK293T ELG1-luciferase reporter, luminescence, 16 h; Potency, µM (titrated, usually from 46 µM), for the others: at the highest dose activity change, positive = activation, hits mostly activators; 330,000 compounds, 1.3% hits; note: potency is the fitted concentration of half-maximal effect; % of control where 0% means no effect; nearly all actives have a fitted effect of over 60% in size
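Cells (2,000/well) expressing the ELG1-luciferase fusion are dosed by pin tool and kept 16 hr at 37 °C, 5% CO2. Signal comes from ONE-Glo luciferase reagent after 30 min at room temperature.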
B2AR arrestin: beta2AR (human) beta-arrestin recruitment activity. 330,000 compounds, 0.02% hits. Potency, µM (titrated, usually from 46.1 µM), inactives show at the top dose activation, actives largely listed as activators. beta-arrestin recruitment to beta2AR, cell-based reporter. AID 492947. P07550;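 note: potency is the fitted concentration of half-maximal effect; 0% = DMSO controls and full agonism = EC100 isoproterenol or metaproterenol; nearly all actives have a fitted effect of over 65% in size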
Target sequence (P07550 whole entry, looked up): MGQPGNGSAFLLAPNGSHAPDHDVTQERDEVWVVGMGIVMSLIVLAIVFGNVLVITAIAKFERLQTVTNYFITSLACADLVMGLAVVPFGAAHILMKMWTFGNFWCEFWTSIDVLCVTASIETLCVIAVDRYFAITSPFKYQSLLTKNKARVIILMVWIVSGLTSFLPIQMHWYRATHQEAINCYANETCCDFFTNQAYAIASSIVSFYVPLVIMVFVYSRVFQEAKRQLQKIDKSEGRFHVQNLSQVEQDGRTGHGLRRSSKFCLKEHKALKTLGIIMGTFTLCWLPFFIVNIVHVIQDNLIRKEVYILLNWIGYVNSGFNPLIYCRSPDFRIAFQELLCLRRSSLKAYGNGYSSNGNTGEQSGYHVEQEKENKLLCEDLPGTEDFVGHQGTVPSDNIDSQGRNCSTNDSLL
uPA generation: cell surface uPA generation inhibition | 330,000 compounds, 0.31% hits | AID 540303 | Potency, µM (top dose mostly 38.3 µM), for inactives: at the highest dose activity change, negative = inhibition, usual class: inhibitors | cell surface uPA generation assay, qHTS; active = well fitted inhibition curve with a large enough effect; inconclusive = small, poorly fitted or top-dose-only effect; inactive = no such curve, though single readings can be large or run the other way; tested in mouse RAW 264.7 cells; note: potency is the fitted concentration of half-maximal effect; % is set by controls: 0 for no effect and ±100 for the full control effect; nearly all actives have a fitted effect of over 55% in size
S-ASM inh: blocks human secretory acid sphingomyelinase; placental ASM, HMU-PC fluorogenic substrate, 60 min; Potency, µM (titrated, usually from 57.5 µM), inactives show at the top dose activity change, negative = inhibition, usual class: inhibitors; 340,000 compounds, 0.006% hits; P17405; note: potency is the fitted concentration of half-maximal effect
Target sequence (P17405 47-631 limits assumed): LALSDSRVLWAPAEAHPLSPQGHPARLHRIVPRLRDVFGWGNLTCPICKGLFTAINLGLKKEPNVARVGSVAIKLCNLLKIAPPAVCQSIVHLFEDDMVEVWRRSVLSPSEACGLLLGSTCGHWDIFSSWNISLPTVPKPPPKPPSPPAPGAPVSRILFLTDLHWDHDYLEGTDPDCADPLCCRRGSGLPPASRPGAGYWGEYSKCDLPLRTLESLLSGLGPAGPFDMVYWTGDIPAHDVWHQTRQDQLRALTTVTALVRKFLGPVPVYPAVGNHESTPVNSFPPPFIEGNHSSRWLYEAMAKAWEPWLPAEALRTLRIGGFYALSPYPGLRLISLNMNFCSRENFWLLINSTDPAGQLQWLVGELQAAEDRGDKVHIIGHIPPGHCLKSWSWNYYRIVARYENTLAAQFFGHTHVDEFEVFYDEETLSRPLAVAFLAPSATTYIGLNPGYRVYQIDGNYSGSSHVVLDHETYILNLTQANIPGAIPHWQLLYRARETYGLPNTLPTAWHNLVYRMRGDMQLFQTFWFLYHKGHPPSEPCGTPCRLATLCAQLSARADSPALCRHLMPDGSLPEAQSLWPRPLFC
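Human placenta-derived ASM preincubated with compound 10 min at room temperature, then reacted with 9 uM (final) fluorogenic HMU-PC substrate for 60 min at 37 C. Stop solution raises pH to 10; fluorescence read at Ex 386/Em 447 nm.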
a7 integrin act: activators of alpha7 integrin expression for muscular dystrophy; alpha7betagal myoblasts, beta-gal FDG fluorescence, 48 h; Potency, µM (series often up to 38.3 µM), for inactives: at the top dose activation, usual class: activators; 350,000 compounds, 0.064% hits; AID 624291;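 note: potency is the fitted concentration of half-maximal effect; 100% = response of the positive control SU9516; nearly all actives have a fitted effect of over 60% in size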
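Alpha7betagal+/- myoblasts (passage 13) were plated 16-24 hr, then exposed to compounds (1:260 dilution of DMSO stock) for 48 hours at 37C. After MPER lysis, β-galactosidase reporter activity was read as FDG fluorescence (ex 480/em 540) after 30 minutes.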
PTAP TSG101 blk: blocks PTAP/TSG101 interaction to inhibit HIV-1 budding. Q99816. Fluorescence polarization, FITC-PTAP peptide / Tsg101 binding. Potency, µM (highest dose often 115 µM), without a hit: at the top dose activity change, negative = inhibition, most hits filed as inhibitors. 340,000 tested, under 10 active. AID 493005; active = well fitted inhibition curve with a large enough effect in the main read-out, with a control signal flat, not every such curve was filed as active; inconclusive = small, poorly fitted or top-dose-only effect, or effect the other way, or a change in a side signal; inactive = no such curve, though single readings can be large or run the other way; note: potency is the fitted concentration of half-maximal effect; % of control where 0% means no effect
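Fluorescence anisotropy tracks displacement of a FITC-tagged PTAP peptide (50 nM) from the Tsg101 binding domain (10 uM), following a 20 min room-temperature incubation at pH 7.5.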
TRPV1 ag: human TRPV1 agonism. Q8NER1. TRPV1-expressing cells, Fluo-8 calcium influx, agonist mode. activation, % at 8.33 µM. 320,000 compounds, 0.19% hits; in the data active = activation above about 80%; inconclusive = between about 30% and that limit; note: 0% is about no effect
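TRPV1-expressing cells were cultured overnight at 35.5C and loaded with Fluo-8 calcium dye for 40 to 90 min at room temperature. After a 10 s baseline, compound was added and calcium influx was read kinetically for 3 min (ex 480/em 520 nm).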
p53 reactivator: mutant p53 re-activation in reporter cells; H1299 p53-A138V BP100-luciferase reporter, luminescence, 24 h; Potency, µM (highest dose often 92.2 µM), without a hit: at the top dose activity change, positive = activation, usual class: activators; 320,000 compounds, 0.063% hits; AID 504706; note: potency is the fitted concentration of half-maximal effect; % of control where 0% means no effect; nearly all actives have a fitted effect of over 45% in size
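H1299 (p53-null), stable ts p53-A138V + BP100-Luc; 1000 cells/well, Opti-MEM/10% FBS; cpd 4 pt, 1:5; 24 h, 37 deg C, 5% CO2; detection reagent 10 min RT; luminescence.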
Eya2 phos inh: blocks the phosphatase activity of human Eya2 | recombinant Eya2, OMFP fluorescence dephosphorylation (OMFP is methylfluorescein phosphate) | Potency, µM (series often up to 76.9 µM), inactives show at the highest dose activity, negative = inhibition, hits mostly inhibitors | 330,000 compounds, 0.006% hits; note: potency is the fitted concentration of half-maximal effect; % is set by controls: 0 for no effect and ±100 for the full control effect
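Eya2 protein (added as 0.2 uM solution) was preincubated with compound for 10 min at ambient temperature in 50 mM HEPES pH 7.5, 50 mM NaCl, 5 uM MgCl2, 0.05% BSA, 1 mM DTT. OMFP (added at 50 uM) then reacted 10 min; fluorescence read at 485/525 nm.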
BRCA1 expr up: activators of BRCA1 expression. MCF7-BRCA1-FFLuc reporter, luminescence, 48 h; response scale: scaled: vehicle 0%, 10 µM genistein 100%. Potency, µM (series often up to 46.1 µM), for the others: at the highest dose activation, hits mostly activators. 380,000 compounds, 1.1% hits; note: potency is the fitted concentration of half-maximal effect; nearly all actives have a fitted effect of over 80% in size; some results filed as inactive show a strong effect at the top dose
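MCF7-BRCA1-FFLuc cells, 2000/well in phenol-red-free MEM, attached 2 h then treated 48 h at 37 C. Luciferase luminescence read 15 min after reagent; normalized to genistein maximum activation (10microM) and DMSO, concentration-response fitted.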
* hit, by the source's call; ? = inconclusive; . = not tested or not shown; [ ] = dose if it differs, or a comment. Unless noted, calls come from the whole dose curve; as a rule, active = well fitted curve in the direction sought with a large enough effect; inconclusive = small, poorly fitted or top-dose-only effect, or another doubt; inactive = no such curve, though single readings can be large; an effect the other way counts as inactive or inconclusive.

SMILES | USP2a inh | ELG1 genotox | B2AR arrestin | uPA generation | S-ASM inh | a7 integrin act | PTAP TSG101 blk | TRPV1 ag | p53 reactivator | Eya2 phos inh | BRCA1 expr up
COc1ccc(/C=N/N2CCN(Cc3ccc(C)cc3)CC2)cc1Br | 1.4% | -4.5% | 0.5% | -3.7% | 3.1% | 0.0% | -1.5% | 11.8 | . | 2.0% | -5.0%
Cc1ccc(C(=O)NC(=S)Nn2cnnc2)cc1 | 3.0% | 5.5% | -0.5% | -0.6% | 1.7% | -7.0% | 1.4% | 1.9 | ? | -6.3% | 0.5%
Oc1cccc2ccc(N3CCOCC3)nc12 | -2.2% | 6.3% | -0.1% | 5.3% | 31.1%[activator] | 0.0% | 1.5% | 4.0 | 1.1% | 7.2% | 82.3%
CCOC(=O)C1CCN(C(=O)c2ccc3c(=O)n4nc(Nc5cc(C)ccc5C)sc4nc3c2)CC1 | -0.2% | -6.7% | 0.6% | -6.1% | -16.0% | 26.6% | -11.2% | 1.1 | -5.8% | -15.0% | -96.2%
CCCc1cc(NC(=O)COC(=O)c2nccnc2N)n(-c2ccccc2)n1 | 0.6% | 0.2% | 0.2% | -17.8% | 234.5%[activator] | -5.1% | -1.6% | 0.6 | -5.5% | 12.2% | -2.8%
COC(=O)c1nn(-c2ccccc2)c(Cl)c1/C=N/OCc1ccc(C)cc1 | 1.4% | -1.1% | 0.2% | 7.9% | -3.5% | 8.9% | -1.4% | -2.2 | 2.4% | 2.5% | -10.9%
CC(C)NC(=S)N/N=C/c1ccc(C(C)(C)C)cc1 | 8.3% | -5.2% | 5.1% | 0.3% | -4.0% | -30.0% | -3.9% | 14.9 | 19.6% | ? | -9.3%
COc1ccccc1OCCn1cc(C=O)c2ccccc21 | 0.1% | -6.0% | 0.5% | -4.7% | -2.9% | 29.3% | -4.4% | 10.4 | -22.5% | 9.2% | -1.6%
c1ccc(-c2nc(CSc3nnnn3-c3ccccc3)cs2)cc1 | 0.5% | -0.3% | 0.4% | 12.0% | -3.4% | 21.7% | -6.4% | 13.4 | 2.6% | -1.2% | -1.1%
O=C(O)c1ccc2c(=O)n(-c3ccccc3)c(=S)[nH]c2c1 | 11.8% | 3.6% | -0.4% | 7.3% | 23.1% | 0.7% | 0.4% | 0.5 | 3.6% | 10.6% | 9.8%
CC(=O)c1ccc(Nc2nc(-c3cccnc3)cs2)cc1 | 2.1% | ? | 0.0% | 1.4% | 9.1% | 5.5% | -2.1% | 1.5 | 19.8% | 1.1% | 56.5%
Oc1ccc(/C=N/NC(=S)Nc2cccnc2)c(O)c1O | 0.9% | -17.2% | 0.2% | -3.0% | -7.3% | -74.9%[inhibitor] | 1.5% | 2.0 | -7.9% | -3.1% | -39.1%
CCOC(=O)N1CCN(C(=O)COc2ccc3c(c2)C(=O)CC(C)(C)O3)CC1 | -1.2% | -2.2% | -0.1% | -2.5% | 251.7%[activator] | -39.4% | -0.9% | -5.4 | -3.9% | 3.7% | -8.2%
COc1cccc(CN(C)C(=O)c2ccc(NS(=O)(=O)c3ccc4[nH]c(=O)[nH]c4c3)cc2)c1OC | 0.5% | 0.0% | 0.2% | 18.0% | 2.6% | -20.8% | . | 3.4 | . | -13.3% | -7.6%
CC1CCCC(C)N1CC(O)COC1CCC(C(C)(C)C)CC1 (stereo not drawn) | 1.0% | -5.4% | -0.2% | 16.1% | -2.2% | -63.7%[inhibitor] | -5.8% | 3.4 | 26.1% | 4.6% | -57.2%
CC(=O)NCC(=O)NC1(C(=O)NC2CCCC2)CCCCC1 | 1.9% | -0.7% | 0.0% | 1.7% | 3.9% | 13.2% | -1.6% | 2.8 | -3.4% | 2.8% | -34.6%
Cn1c(N)cc(=O)[nH]c1=S | . | . | . | 2.5% | 0.8% | -13.4% | 1.8% | . | . | . | -50.4%
O=C(c1ccc(S(=O)(=O)N2CCCC2)cc1)N1CCCc2ccccc21 | -0.8% | -7.0% | 0.1% | 4.7% | -2.3% | 24.1% | -1.6% | 12.0 | -5.0% | -1.1% | -9.0%
Cc1csc2c(N3CCN(C(=O)Nc4ccc(OC(F)(F)F)cc4)CC3)ncnc12 | 5.0% | -9.7% | -0.7% | 5.4% | -13.4% | -4.8% | -3.0% | 13.8 | -5.6% | 3.9% | -27.8%
N#CC(C#N)=C1C=C2C=C(N3CCCCC3)CCC2CC1 (stereo not drawn) | ? | -4.2% | -0.1% | -0.8% | -15.2% | -278.7%[inhibitor] | ? | 101.8* | -8.7% | ? | -46.2%
COc1ccc2c(c1)C(C)CC(C)(C)N2C(=O)Nc1ccccc1 (stereo not drawn) | 1.9% | 11.2% | -0.9% | -3.7% | 3.3% | -15.1% | -2.3% | 0.9 | . | 10.8% | 42.0%
Cc1cc(NC(=O)CN2C(=O)NC3(CCCCCC3)C2=O)ccc1Br | 1.8% | -2.6% | -0.5% | ? | -1.4% | -23.6% | -1.4% | ? | -9.6% | -18.5% | -26.7%
CCOC(=O)C1=C(C)N(C)C(=O)NC1c1ccccc1OC (stereo not drawn) | 3.5% | 23.7% | -0.2% | 0.9% | -3.2% | 4.5% | -0.8% | -1.3 | 2.6% | ? | 0.0%
O=C(/C=C/c1ccc2c(c1)OCO2)NCCSCc1c(Cl)cccc1Cl | -10.9% | -1.1% | -0.1% | -1.6% | -8.4% | -17.5% | 0.4% | 0.0 | 2.8% | 2.4% | -25.4%
O=C(CCCC(=O)N(CC(=O)NC1CCCC1)c1cccc(F)c1)Nc1ccccn1 | -2.0% | -3.4% | 0.1% | 0.4% | -3.0% | -17.4% | -0.6% | -0.6 | -2.8% | 7.9% | -1.3%

Carrying on.
SMILES | USP2a inh | ELG1 genotox | B2AR arrestin | uPA generation | S-ASM inh | a7 integrin act | PTAP TSG101 blk | TRPV1 ag | p53 reactivator | Eya2 phos inh | BRCA1 expr up
CC(CC(=O)c1ccc(F)cc1)N1CCN(c2ccccc2)CC1 (stereo not drawn) | . | . | . | 7.4% | 2.1% | -14.9% | -0.7% | . | . | . | -17.2%
O=c1ccnc2n1COCS2 | 2.2% | 0.7% | -0.1% | 8.2% | 3.9% | 7.2% | -0.6% | 5.0 | 0.6% | -6.4% | -3.2%
O=c1ncn(-c2cccc(F)c2)c2ncccc12 | 0.2% | -1.2% | 0.1% | -2.3% | -0.4% | -10.9% | -1.9% | -0.2 | 2.6% | -21.9% | 10.4%
CCCc1cc(CN2CCOCC2)c(O)c(CN2CCOCC2)c1O | . | . | . | -0.4% | -0.5% | -8.0% | 0.3% | . | . | . | 0.2%
CCCc1[nH]n(-c2ccc(F)cc2)c(=O)c1C=Nc1ccc(C)cc1 | -3.3% | 0.8% | 0.0% | 4.6% | -3.1% | 4.6% | -2.9% | 21.2 | 0.8% | 4.7% | -10.6%
O=C(C/C=N\OCc1ccc([N+](=O)[O-])cc1)Nc1ccc(Cl)cc1 | -1.0% | 10.7% | 0.1% | -3.3% | 5.2% | 11.9% | -0.5% | ? | -0.5% | -25.9% | 0.4%
COc1ccc(NC(=O)c2cnc3ccccn3c2=O)c(OC)c1 | . | . | . | 1.6% | 4.7% | 4.1% | -9.5% | . | . | . | 63.1%
OC(COc1ccc2c(c1)CCC2)Cn1cnc2ccccc21 (stereo not drawn) | 0.3% | ? | -1.4% | 8.0% | -5.0% | -21.1% | -0.1% | -0.4 | 11.2% | 1.3% | 51.6%
N/C(=N\OC(=O)c1ccc(=O)n(Cc2ccccc2)c1)c1ccccn1 | 3.9% | 14.3% | 0.1% | . | -0.3% | ? | -3.3% | 2.4 | 0.2% | 4.9% | -20.0%
Cc1ccc(CN2C(=O)CSc3ccc(C(=O)NC4CC4)cc32)cc1 | -1.2% | -2.2% | -0.1% | -2.4% | -3.3% | -27.1% | -6.0% | ? | -3.1% | 0.5% | -24.0%
CN1CCSc2ccc(C(=O)Nc3ccc(Cl)cc3)cc21 | 0.6% | ? | -0.4% | 0.9% | 265.0%[activator] | ? | -0.8% | ? | 13.8% | 19.7% | 66.8%
Cc1c(C(=O)NNS(=O)(=O)c2ccccc2Cl)sc(=S)n1C | 4.5% | -0.4% | -2.0% | -3.2% | 3.5% | -8.9% | -2.7% | -0.5 | -7.0% | 0.9% | -21.0%
O=C1/C(=C/c2ccc([N+](=O)[O-])cc2)CCC1C1CCCC1 (stereo not drawn) | -0.8% | 13.4% | -0.8% | -4.7% | -4.9% | 18.5% | -4.1% | -0.2 | 14.5% | -4.5% | 67.2%
